High-throughput results as filed in PubChem BioAssay.
LANA DNA inh: KSHV C-LANA DNA binding inhibition; MBP-C-LANA/FAM-LBS DNA binding, fluorescence polarization; inhibition, % at 9 µM; 0.078% of 340,000 active;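 active = highest replicate inhibition at or above 60% at 9 µM, even if other replicates fall short; inactive = all replicates below 60% inhibition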;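 note: 0% = neutral control wells and 100% = 4 µM acridine orange control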
Arrestin-AP2 inh: human beta-arrestin and AP2 interaction inhibition; FITC-arrestin peptide / GST-AP2 beads, flow cytometry; AP2 beta2 appendage carries R879A mutation; AID 504490; inhibition, % at 10 µM; 0.31% of 340,000 active;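 active = inhibition above a set limit, near 3 SD of compounds lacking own fluorescence, cut at about 54% in these data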;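 note: plate controls were DMSO wells for no effect and 5 µM unlabelled arrestin peptide for full effect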
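System: GST-AP2 R879A glutathione beads. Medium: PBS with 0.05% Tween 20 and 0.1% BSA. Also added: FITC-arrestin peptide, 50 nM. Incubation: 12 min plus 1 h, RT. Measured by: high-throughput flow cytometry of beads, ex 488, em 535 nm. Evaluation: percent drop in bead-associated FITC signal.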
RTF Ca sens act: cardiac RTF calcium sensitization; P19429+P45379; IANBD-labeled TnC RTF fluorescence at EC20 calcium; 0% EC20 calcium, 100% full calcium; activation, % at 7.2 µM; 0.24% of 340,000 active; AID 493008;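 active = activation above the mean over all tested compounds plus 3 SD, cut at about 30% in these data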;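 note: rise in fluorescence read as greater calcium sensitivity of cardiac thin filaments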
RTF Ca sens inh: cardiac RTF calcium desensitization | IANBD-labeled cardiac RTF, Ca2+ fluorescence | AID 493244 | 0.12% of 340,000 active | inhibition, % at 7.15 µM | P19429+P45379;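 active = inhibition above the mean inhibition of all tested compounds plus 3 SD, cut at about 17% in these data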;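 note: assay run at fixed EC70 calcium of 1.6 mM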
OPRM1-OPRD1 inv: inverse agonists of human mu-delta opioid receptor heterodimerization | inhibition, % at 9.3 µM | P35372+P41143 | 0.21% of 340,000 active | cell-based MOR-DOR heterodimer luminescence, inverse agonism; in the data active = inhibition above about 22%, passing the limit was not always enough;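 note: 0% = cells with DMSO and 100% = wells without cells with DMSO; values of inactives mirror those of a sister screen read the other way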
V-ATPase pH: alters yeast V-ATPase proton transport. S. cerevisiae, pHLuorin cytosolic pH fluorescence. response, % at 10 µM. 0.37% of 350,000 active. AID 504577; in the data active = response mostly above about 7.3%, no sharp cut-off; inactive = mostly below about 5.4%; note: actives read high; inactives centre near 0; some compounds called inactive have numbers as strong as hits; reference of the scale not given here
Keap1-Nrf2 PPI: Keap1-Nrf2 (human) interaction inhibition; AID 504523; Q14145; Keap1 Kelch-Nrf2 peptide fluorescence polarization, 1536-well; inhibition, % at 9.4 µM; 0.15% of 340,000 active; in the data active = inhibition above about 12%;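 note: human Keap1 Kelch domain with fluorescein labeled Nrf2 9mer peptide probe; 0% = neutral control wells and 100% = peptide positive control; higher means more block of Keap1 binding to Nrf2 peptide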
MOR-DOR ag: OPRM1-OPRD1 heterodimerization agonism | P35372+P41143 | AID 504326 | activation, % at 9.3 µM | cells, luminescence | 0.3% of 340,000 active; in the data active = activation above about 18%;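 note: 0% = vehicle-treated cells and 100% = reference agonist; values of inactives mirror those of a sister screen read the other way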
Wnt act: activators of Wnt/beta-catenin signaling; Wnt/beta-catenin reporter cell assay, activator, plate reader; activation, % at 9.35 µM; 1.2% of 300,000 active; AID 743398; in the data active = activation above about 30%, passing the limit was not always enough;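 note: 0% = neutral control wells and 100% = positive control wells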
DSG3 Ab inh: inhibitors of pemphigus antibody binding to human desmoglein-3; AID 588358; 0.48% of 310,000 active; binding (percent of control), % at 10 µM; DSG3-coupled beads, scFv-anti-DSG3-GFP binding, flow cytometry; active compounds read low;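 active = binding more than 3 SD below its plate's average and above zero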;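 note: hits lower antibody fragment binding to DSG3; some compounds called inactive have numbers as strong as hits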
Target sequence (P32926 whole entry, looked up, the tested form may be a part): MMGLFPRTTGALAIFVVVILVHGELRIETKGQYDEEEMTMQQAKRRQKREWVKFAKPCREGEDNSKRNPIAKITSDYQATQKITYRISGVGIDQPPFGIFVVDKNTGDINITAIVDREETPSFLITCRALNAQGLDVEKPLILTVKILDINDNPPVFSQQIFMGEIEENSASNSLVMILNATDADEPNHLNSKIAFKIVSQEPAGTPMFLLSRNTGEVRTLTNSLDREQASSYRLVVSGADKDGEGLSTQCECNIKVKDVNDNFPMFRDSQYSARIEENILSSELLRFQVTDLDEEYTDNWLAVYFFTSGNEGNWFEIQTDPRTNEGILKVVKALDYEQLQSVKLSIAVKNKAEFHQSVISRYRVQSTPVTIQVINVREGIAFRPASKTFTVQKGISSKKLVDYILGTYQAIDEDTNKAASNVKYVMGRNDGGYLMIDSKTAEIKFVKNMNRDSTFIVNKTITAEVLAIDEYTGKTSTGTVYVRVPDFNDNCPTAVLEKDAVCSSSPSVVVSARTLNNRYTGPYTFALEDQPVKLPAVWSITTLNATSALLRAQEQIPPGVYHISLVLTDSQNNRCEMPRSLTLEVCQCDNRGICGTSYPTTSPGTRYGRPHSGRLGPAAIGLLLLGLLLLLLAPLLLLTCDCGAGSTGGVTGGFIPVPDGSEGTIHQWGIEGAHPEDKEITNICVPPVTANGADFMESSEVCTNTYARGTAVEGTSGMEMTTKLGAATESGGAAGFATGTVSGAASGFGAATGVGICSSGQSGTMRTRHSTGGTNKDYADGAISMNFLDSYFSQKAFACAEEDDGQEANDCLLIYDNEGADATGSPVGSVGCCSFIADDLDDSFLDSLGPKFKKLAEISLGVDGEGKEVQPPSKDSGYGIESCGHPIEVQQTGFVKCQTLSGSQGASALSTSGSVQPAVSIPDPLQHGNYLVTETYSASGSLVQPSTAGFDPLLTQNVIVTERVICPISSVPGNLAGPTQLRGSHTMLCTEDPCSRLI
* = called active by the depositor; / = not tested or not shown.

SMILES	LANA DNA inh	Arrestin-AP2 inh	RTF Ca sens act	RTF Ca sens inh	OPRM1-OPRD1 inv	V-ATPase pH	Keap1-Nrf2 PPI	MOR-DOR ag	Wnt act	DSG3 Ab inh
NC(N)=NC(N)=Nc1cccc2ccccc12	1.2	-15	-3	-6	-4	0	-1	0.9	0	/
O=C(N/N=C\c1cc(Br)c(Br)o1)c1cncc(Br)c1	0.7	-11	-2	-5	-3	4	5	0.5	2	97
C=CCn1cc(C(=O)OCC)c(=O)c2cc(F)c(F)cc21	/	28	/	/	/	-1	/	/	3	104
CCCCN(CC)CCCNC(=O)c1cn(-c2ccc(OC)cc2)c(=O)c2ccccc12	0.4	-9	-2	-3	15	0	-3	-3.1	0	56
CCOC(=O)c1cnn2c(C(F)(F)F)cc(-c3cn(C)nc3C)nc12	-2.9	2	1	-3	13	3	3	-2.2	/	137
Cc1csc(C(C)N(C)C(=O)CCc2nnc(CCc3ccccc3)o2)n1 (centres undefined)	-1.1	7	2	-6	10	-2	-7	-2.0	0	106
O=C(NC1CC1)c1cccc(NC(=O)c2cn3ccccc3n2)c1	0.6	-15	1	-2	20	-3	-2	-5.1	1	102
O=C(CCNS(=O)(=O)c1cccs1)N1CCCCCC1	-2.0	-8	0	4	17	-1	-4	-3.9	1	/
CCOc1ccc(NC(=O)CN(C)Cc2cc(=O)n3c(-c4ccccc4)csc3n2)cc1OCC	1.1	-2	-2	-2	10	0	3	-2.0	-2	104
N#CC(c1ccc(Cl)nn1)c1c(F)cccc1Cl (centres undefined)	-1.3	18	0	10	15	-1	-4	-3.1	0	98
CCC(=O)/C=C1\Sc2ccccc2N1CC	-2.3	0	3	-21	16	2	-2	-3.1	/	/
COc1ccc(/C(O)=C2/C(=O)C(=O)N(CCCN(C)C)C2c2ccc(Cl)cc2)cc1OC (centres undefined)	3.0	-10	-1	0	18	/	0	-3.0	/	102
O=S1(=O)CCC(NS(=O)(=O)c2ccc3ccccc3c2)C1 (centres undefined)	1.7	22	0	-13	3	-1	3	-0.4	0	/
Cn1ccnc1SCC(=O)c1ccc(Cl)cc1	0.8	-44	-1	-2	-4	4	1	0.8	21	105
COc1cc(C(=O)N=c2sc3ccccc3n2C)cc(OC)c1OC	-0.5	-4	2	-8	7	-1	-3	-1.4	2	99
Cc1nc2nc(Cc3ccccc3)nn2c(C)c1Cl	-0.9	-5	-6	1	15	4	-2	-3.0	-1	93
O=C(CCC(=O)Nc1cccc([N+](=O)[O-])c1)N/N=C/c1cccs1	-0.7	-3	-8	1	7	-3	4	-2.1	-1	103
COC(=O)c1ccc(NC(=O)CSc2nnc(COc3c(C)cccc3C)o2)cc1	-1.1	3	7	-1	-20	4	-1	3.4	1	/
Cc1ccc(NS(=O)(=O)c2ccc(-c3cnc(C4CC4)o3)cc2)c(C)c1	0.3	9	2	-2	-31	3	-5	6.2	-2	131
CC(=O)c1sc(NC(=O)CN2C(=O)CCC2=O)nc1C	0.5	-7	3	4	6	3	0	-1.5	/	109
CCCCCOc1ccc(NC(=O)C(=O)NCC2CCCN2CC)cc1 (centres undefined)	1.2	-4	5	-5	6	2	-3	-1.3	-6	102
Cc1cc(C(=O)N2CCCC2)n[nH]1	1.5	-1	3	-7	-3	1	-7	0.9	0	106
COc1ccc(OC)c(NC(=O)CSc2ccc(-c3cccnc3)nn2)c1	-0.8	19	2	-1	-2	-3	-2	0.4	-3	113
CC(=O)c1ccc(N(CC(=O)NC2CCCC2)C(=O)c2ccc(C)s2)cc1	-0.7	12	-6	-10	8	-5	1	-1.1	-3	/
CC(OC(=O)Cn1[nH]c(=O)c2ccccc2c1=O)C(=O)Nc1ccc(Cl)cn1 (centres undefined)	-0.1	-4	6	-1	9	-3	-5	-2.2	-3	97
Cc1ccc(C(=O)COC(=O)c2cc(=O)[nH]c3ccccc23)cc1	0.7	3	-3	-5	17	-2	4	-3.4	12	97
O=S(=O)(O)c1ccc(Cl)c(Cl)c1	-0.4	-2	0	0	12	-2	-5	-2.3	-3	90
CCCn1c2ccccc2c2cn[nH]c(=O)c21	0.6	-8	3	9	11	-1	-2	-2.4	-1	102
Cc1ccc(C)c(C(=O)c2ccccc2NC(=O)c2ccccn2)c1	-1.7	3	-8	-7	-15	-1	5	3.1	1	102
COc1cc(C(c2c(C)[nH][nH]c2=O)c2c(C)[nH][nH]c2=O)cc(Cl)c1O	0.2	-27	-6	-7	13	0	2	-2.8	-4	138
CCOC(=O)c1c(C)nc2sc3c(=O)n(-c4ccc(C(C)=O)cc4)nnc3c2c1-c1ccc(OC)cc1	-1.8	-2	-5	8	3	2	3	-0.5	/	96
CC(C)N(Cc1nccn1C)C(=O)c1cc(COc2ccc3ncccc3c2)on1	-0.2	28	-3	-3	-5	-2	5	0.9	0	99
CCc1ccc(C(=O)COC(=O)c2cnccn2)cc1	-2.2	-8	-7	-5	7	6	-5	-1.2	-1	109
CC1CC(=O)Nc2ccccc2N1C(=O)Nc1ccc(F)cc1 (centres undefined)	-0.6	2	6	-8	9	7	-6	-1.7	39*	103
C=C(Cl)COc1cc(C)cc2oc(=O)cc(CC)c12	-1.4	-1	6	-5	0	9	0	0.0	-3	83
CN(C(=O)CN1CCN(c2cnn(-c3ccccc3)c(=O)c2Cl)CC1)C1CCS(=O)(=O)C1 (centres undefined)	0.2	-8	8	-11	8	1	-2	-2.0	44*	96
O=C(c1ccc2c(c1)OCO2)C1CCCN(Cc2ccccc2OC(F)F)C1 (centres undefined)	-1.7	0	-3	-2	-45	1	-8	8.3	-2	/
CCSc1cc(N2CCOCC2)nc(-c2ccccc2)n1	0.2	1	7	-10	6	4	-4	-0.9	-3	95
Cc1ccc(OCCn2ccc(=O)[nH]c2=O)cc1C	-1.6	-17	4	-3	11	3	-6	-2.2	-1	/
CC(C)(C)C(=O)N1CCN(C(c2ccccc2)c2ccccc2)CC1	0.4	-2	3	0	-1	-2	0	0.1	/	108
O=C(Nc1ncccn1)c1ccc([N+](=O)[O-])o1	-12	3	7	-5	-8	3	2	1.5	2	106
CCOc1cc(N2CCOCC2)c(OCC)cc1NC(=O)COC(=O)c1ccc(OC)c([N+](=O)[O-])c1	-0.3	3	1	-1	10	-2	-7	-2.7	-12	/
Cc1nc(-c2ccc(F)cc2)c(CC(=O)Nc2ccc(C)c(S(=O)(=O)N3CCOCC3)c2)s1	-0.7	-5	-5	-7	5	-2	-3	-0.8	-1	111
CC(C)OC(=O)CSc1nc2cc3c(cc2cc1C#N)OCO3	0.2	29	-1	5	-2	-6	0	0.4	/	/
CNS(=O)(=O)c1cn(CC(=O)NCc2ccc(F)cc2)cc1S(=O)(=O)NC	-0.8	9	6	-2	9	1	-7	-1.9	3	106
Cc1cc2c(c(=O)n1CCCn1ccnc1)C(c1ccco1)C(C#N)=C(N)O2 (centres undefined)	-0.6	4	-2	-8	12	-5	-3	-2.3	-10	102
Cc1nnc(-c2ccc(N3CCCCCC3)c([N+](=O)[O-])c2)o1	-1.3	4	-3	12	17	-1	-3	-3.3	8	101
O=C(Nc1nccs1)c1ccc([N+](=O)[O-])cc1	-0.4	34	-4	6	-4	-2	-1	0.9	13	106
CCN(CC)CCCNC(=O)c1cc(-c2ccc(Cl)c(Cl)c2)on1	-0.8	7	2	-7	7	-2	-3	-1.4	-1	109
O=C(Cc1ccccc1)N1CCc2ccccc21	1.3	32	5	-4	3	-2	4	-0.5	2	96
C[C@H](CO)N1C[C@H](C)[C@@H](CN(C)S(=O)(=O)c2ccccc2)Oc2c(NC(=O)c3ccncc3)cccc2C1=O	-1.9	5	-1	1	-2	-5	-6	0.3	7	104
Cn1cc(CNCc2cn[nH]c2-c2ccc(F)cc2)c(-c2ccc3c(c2)OCCO3)n1	-0.5	-3	-1	0	3	-2	-1	-0.5	37*	108
O=C1C=CC(=O)N1c1ccc2c(c1)Cc1cc(F)ccc1-2	-1.9	5	-7	-7	5	17*	-3	-1.2	-1	92
Cc1sc2ncnc(Sc3ccccc3C(=O)Nc3ccc(C#N)cc3)c2c1C	0.3	1	13	-14	-7	5	-6	1.4	-3	/
CCOC(=O)[C@@H]1[C@H]2COc3cc(OC)ccc3[C@@H]2N2C(=O)N(c3ccc(Cl)cc3)C(=O)[C@@]12C	0.0	-1	-5	-2	1	2	2	-0.3	4	98
CCOc1ccc(NC(=O)C2=C(C)C(=O)OC23CCC(C)CC3)cc1 (centres undefined)	-0.1	-8	10	-5	-25	3	-8	4.6	0	71
O=C(Oc1cccc(/C=N/Nc2nc(N3CCOCC3)nc(N3CCOCC3)n2)c1)c1ccco1	0.2	-10	-3	-24	14	0	-6	-2.8	/	107
c1ccc(-n2nnnc2Oc2cccc3cccnc23)cc1	1.7	2	3	-4	11	-5	-5	-1.9	/	100
O=C(c1cnn2cccnc12)N1CCN(Cc2ccc3c(c2)OCO3)CC1	-1.5	6	2	0	8	-4	-4	-1.5	/	98
CS(=O)(=O)N1CCN(c2ccccc2NC(=O)c2cc3ccccc3o2)CC1	-1.7	21	-7	-4	13	-4	-1	-2.0	1	97

(listing goes on)
SMILES	LANA DNA inh	Arrestin-AP2 inh	RTF Ca sens act	RTF Ca sens inh	OPRM1-OPRD1 inv	V-ATPase pH	Keap1-Nrf2 PPI	MOR-DOR ag	Wnt act	DSG3 Ab inh
CN(CC(=O)Nc1ccncc1)S(=O)(=O)c1ccccc1	1.0	3	-1	-1	5	0	-3	-1.2	-1	117
CCCN(CC(=O)Nc1ccccc1OC)C(=O)CC1CCCC1	-1.2	9	1	-7	7	-4	-2	-1.9	1	102
COC(=O)c1ccccc1NC(=O)Nc1nnc(N2CCCCC2C)s1 (centres undefined)	0.2	16	2	-4	9	3	0	-1.6	/	96
O=C(/C=C/c1ccccc1)Nc1ccc(Br)cn1	1.5	-12	2	-4	-1	-2	5	0.1	9	103
COc1ccccc1C(OC(=O)c1cccs1)C(=O)NCc1ccco1 (centres undefined)	0.6	7	-4	-27	6	3	-12	-1.0	-3	107
COCCNc1nc2ccccc2n1CC(=O)c1ccc(OC)c(OC)c1	0.5	10	1	-2	17	1	-5	-3.7	1	101
CC(=O)c1ccc(COC(=O)Cc2ccc([N+](=O)[O-])cc2)cc1	0.2	48	-10	2	22	0	-1	-4.7	0	97
CCCn1c(=O)c2ccccc2n2c(SCC(=O)/C(C#N)=C(\C)N)nnc12	0.5	-1	2	1	20	2	-7	-3.5	0	106
CCSC1(SCC)N=C(N)C2(C#N)C(c3ccc(F)cc3)C12C#N (centres undefined)	0.2	-12	-5	1	10	0	-6	-1.7	/	105

Reprinted at random: three entries already listed, in no set order.
SMILES	LANA DNA inh	Arrestin-AP2 inh	RTF Ca sens act	RTF Ca sens inh	OPRM1-OPRD1 inv	V-ATPase pH	Keap1-Nrf2 PPI	MOR-DOR ag	Wnt act	DSG3 Ab inh
COc1ccccc1C(OC(=O)c1cccs1)C(=O)NCc1ccco1 (centres undefined)	0.6	7	-4	-27	6	3	-12	-1.0	-3	107
COC(=O)c1ccccc1NC(=O)Nc1nnc(N2CCCCC2C)s1 (centres undefined)	0.2	16	2	-4	9	3	0	-1.6	/	96
CCCn1c(=O)c2ccccc2n2c(SCC(=O)/C(C#N)=C(\C)N)nnc12	0.5	-1	2	1	20	2	-7	-3.5	0	106
